# FN deposit inh: fibronectin deposition inhibition; AH1F fibroblasts, Alexa488-fibronectin deposition fluorescence, overnight; inhibition, % at 12.6 µM; AID 743247; actives 0.086% (n = 350,000);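 active means mean inhibition across replicates of 30% or more, regardless of how many single replicates reach that level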;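 further: positive control wells lacked labelled fibronectin entirely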
#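 Assay system: AH1F fibroblasts assembling fluorescent fibronectin matrix; Amount: 10000 AH1F cells per well; Buffer or medium: DMEM, 2% serum; Probe or stimulus: Alexa488-fibronectin, 24 nM final in well; Doses: single compound dose, delivered by pin transfer; Incubation: 1 h adhesion, overnight exposure; Measured by: fluorescence 485/525 nm; Read-out: fibronectin deposition inhibition.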
# RAD54 inh: inhibitors of human RAD54 branch migration | actives 0.14% (n = 360,000) | RAD54 Holliday junction branch migration, FAM/BHQ fluorescence | Q92698 | inhibition, % at 10.4 µM;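 active means mean normalized replicate activity at least 40 and at least half of replicates scoring 40 or more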;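 further: 0% = median of neutral control wells and 100% = median of positive control wells; inhibitors cause a drop in the FAM fluorescence signal; in these data hits start at about 50%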
# Target sequence (Q92698 whole entry, looked up): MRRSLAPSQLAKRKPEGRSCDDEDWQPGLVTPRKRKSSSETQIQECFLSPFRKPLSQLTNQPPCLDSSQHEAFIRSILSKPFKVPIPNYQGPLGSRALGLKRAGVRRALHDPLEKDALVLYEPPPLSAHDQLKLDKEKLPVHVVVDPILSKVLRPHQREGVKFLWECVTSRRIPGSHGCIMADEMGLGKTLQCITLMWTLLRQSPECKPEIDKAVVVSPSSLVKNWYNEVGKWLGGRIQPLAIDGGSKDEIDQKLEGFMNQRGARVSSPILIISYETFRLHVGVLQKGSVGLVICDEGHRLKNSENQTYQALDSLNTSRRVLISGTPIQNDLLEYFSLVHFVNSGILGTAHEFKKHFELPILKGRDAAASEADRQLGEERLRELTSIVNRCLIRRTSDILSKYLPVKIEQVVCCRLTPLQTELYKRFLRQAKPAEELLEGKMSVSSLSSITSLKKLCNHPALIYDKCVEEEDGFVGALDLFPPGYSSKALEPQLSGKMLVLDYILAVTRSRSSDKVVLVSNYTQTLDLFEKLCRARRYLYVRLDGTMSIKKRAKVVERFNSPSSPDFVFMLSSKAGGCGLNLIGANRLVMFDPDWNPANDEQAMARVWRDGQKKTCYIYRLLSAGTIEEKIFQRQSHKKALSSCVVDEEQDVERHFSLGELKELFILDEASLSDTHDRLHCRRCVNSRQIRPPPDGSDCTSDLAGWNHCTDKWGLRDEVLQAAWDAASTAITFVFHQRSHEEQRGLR
# RAD52 anneal inh: RAD52 (human) annealing inhibition | inhibition, % at 18.7 µM | recombinant RAD52 DNA annealing, FRET fluorescence | P43351 | actives 0.46% (n = 360,000) | AID 651710;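 active means every replicate showing at least 50% inhibition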
# S100A4 inh HTS: inhibitors of human S100A4 binding to myosin IIA peptide; P26447; S100A4/TAMRA-MyoIIA peptide fluorescence polarization; inhibition, % at 10.7 µM; actives 0.14% (n = 360,000); AID 652163;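 active means mean inhibition of at least 70% across replicates, with every replicate also reaching that level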
# Target sequence (P26447 whole entry, looked up): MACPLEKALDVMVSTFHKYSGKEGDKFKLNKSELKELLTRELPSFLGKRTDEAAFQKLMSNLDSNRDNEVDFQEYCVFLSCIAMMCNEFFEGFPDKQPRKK
#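 assay system = human S100A4 monomer with TAMRA-labelled myosin IIA peptide | also added = labelled myosin peptide probe, 5 nM | incubation = 5 min between mix addition and reading | control set = DMSO and TFP controls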
# Xi reactivation: X-chromosome reactivation activator; XiGFP mouse fibroblasts, % GFP-positive cells imaging, 3 d; cells co-treated with 5-aza-dC sensitizer; scaled so ellipticine positive control = 100%; activation, % at 7.58 µM; actives 0.055% (n = 360,000); AID 743238;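 active means mean normalized replicate activation at least 10% and every replicate at or above 10%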;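 further: 0% = median of on-plate neutral control wells and 100% = ellipticine 6 µM median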
#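 System: SV40-immortalized XiGFP fibroblast cells, line 68-5-11 / Incubation: 3-day compound exposure, then 15 min fixation at room temperature / Compound: single concentration per compound, delivered by pin transfer / Buffer or medium: DMEM plus 5-aza-dC sensitizer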
# EWS-Fli inh: blocks EWS/Fli oncoprotein-driven transcription; inhibition, % at 12.6 µM; actives 0.67% (n = 350,000); A673 NR0B1-luciferase reporter, viability-normalised;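 active means mean inhibition of at least 50% after viability correction, with every replicate also passing that limit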;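 further: firefly luciferase signal divided by Alamar Blue viability fluorescence both relative to DMSO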
# E-selectin induc: induces E-selectin expression in human endothelial cells; P16581; HUVEC E-selectin immunofluorescence imaging; normalized: neutral wells 0, TNF-alpha wells 100; activation, % at 7.58 µM; actives 0.37% (n = 260,000); AID 686992;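 active means mean E-selectin-positive cell signal at least 10% of the positive control, reached in at least 60% of replicates, without over 20% cell loss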;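 further: in these data hits start at about 27%; measured in HUVEC primary endothelial cells; signal is the percent of cells scored E-selectin positive by PE staining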
#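 assay system = HUVEC, human umbilical vein endothelial cells | input = 3,000 HUVEC seeded per well | medium = EGM-2 growth medium on 0.1% gelatin-coated wells | dosing = one compound dose added by pin transfer | signal = immunofluorescence imaging | read-out basis = % PE-positive cells | control set = TNF-alpha, DMSO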
# esBAF inh: blocks esBAF chromatin remodeling in mouse ES cells | AID 602393 | Bmi1-luciferase knock-in reporter, 24 h; 100% = twice the neutral-well signal | reporter increase, % at 12.5 µM | actives 2% (n = 350,000); in the data active means activation above about 40%;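 further: 0% = median of the plate's neutral control wells and 100% = double that signal; a rise in the Bmi1 reporter signal indicates esBAF inhibition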
# * marks the source's active call; other numbers are inactive results; x = not tested or not shown.
SMILES,FN deposit inh,RAD54 inh,RAD52 anneal inh,S100A4 inh HTS,Xi reactivation,EWS-Fli inh,E-selectin induc,esBAF inh
CN1[C@H](C(=O)NCCN2CCCCC2)[C@@H](CO)[C@@H]2Cn3c(ccc(-c4ccc(F)cc4)c3=O)[C@@H]21,x,4.1,6.3,6.2,0.5,6.0,-0.5,-3.8
COc1ccccc1N1CCN(C(=O)c2c(C)noc2C)CC1,0.5,x,-6.8,0.9,0.1,-1.6,x,x
Cc1ccc(NC(=S)NC(=O)C2CCCC2)c(Br)c1,-2.9,-2.4,3.6,-0.9,0.1,-68.1,-0.8,67.5*
O=C(COC(=O)c1ccccc1O)NC(=O)c1ccc(OC(F)F)cc1,0.7,12.7,-6.6,1.5,-0.1,0.0,3.3,-7.9
COc1ccc(CCNC(=O)CSc2nnc(-c3ccccc3)o2)cc1OC,-3.0,-1.4,x,x,x,x,-1.4,-8.6
C[C@H]1CN([C@@H](C)CO)C(=O)c2c(c3ccccc3n2C)-c2ccccc2CO[C@H]1CN(C)C(=O)C1CC1,-2.6,-10.5,10.6,2.4,-1.3,-3.6,4.5,-1.7
CCc1ccccc1NC(=O)c1cc(-c2ccc(F)cc2)on1,0.3,-0.3,-3.1,-0.6,0.1,-40.7,10.3,8.3
CCOc1ccc(-n2c(SCC(=O)Nc3cc(C)on3)nc3c(c2=O)SCC3)cc1,3.0,-5.4,-7.0,6.9,-0.1,0.5,1.7,5.4
C[C@@H]1CCCCO[C@@H](CN(C)C(=O)c2ccccc2)[C@H](C)CN([C@H](C)CO)C(=O)c2cc(NC(=O)CCC(F)(F)F)ccc2O1,-1.3,-1.3,24.5,3.7,0.2,-7.5,-0.2,8.0
O=C(NCCc1ccccc1)Nc1nnc([C@H]2C[C@H](O)[C@@H](CO)O2)s1,2.2,1.1,-17.6,-1.8,0.9,-4.9,-0.3,-0.2
CCCCOc1ccc(Cn2c(=O)oc3ccccc32)cc1,6.8,-6.0,-3.5,30.1,0.2,11.2,0.1,2.6
O=C(c1ccco1)N1CCN(C(=O)C2CCN(S(=O)(=O)c3cccc4nsnc34)CC2)CC1,-1.8,3.9,-12.1,1.3,x,x,x,x
COc1ccc(C(=O)N2C[C@@H]3[C@H](c4ccccc42)[C@H](CO)N3C(=O)NC(C)C)cc1,-1.5,11.1,-10.5,8.3,-0.1,1.8,-0.1,0.0
CC(OC(=O)c1cccc(N(C)C)c1)C(=O)N1CCc2ccccc2C1 (stereo not given),0.0,x,-6.6,-9.1,0.1,-6.6,-0.1,x
O=C(Nc1cnc2ccccc2c1)c1ccncc1,-1.9,-20.4,-2.2,-1.1,-0.1,-73.3,0.5,-1.5
CC1CCN(c2ccc(C(=O)NCc3ccco3)cc2[N+](=O)[O-])CC1,0.6,4.7,x,x,0.0,x,1.4,10.0
COc1ccccc1NC(=O)Cn1nnc(C(=O)NCc2ccc3c(c2)OCO3)c1N,8.8,2.6,-15.6,10.2,0.5,x,x,24.1
Cc1ccc(S(=O)(=O)Nc2ccc3c(c2)C(=O)N([C@H](C)CO)C[C@@H](C)[C@@H](CN(C)Cc2ccncc2)OCCCC[C@@H](C)O3)cc1,-10.8,-0.3,13.6,-0.3,0.0,14.2,x,1.1
CC1CCCN(C2=C(NS(=O)(=O)c3ccc(Cl)cc3)C(=O)c3ccccc3C2=O)C1 (stereo not given),-3.7,x,-3.5,5.8,0.4,1.4,0.0,x
CC1CCN(C(c2cc3cc4c(cc3[nH]c2=O)OCO4)c2nnnn2CC2CCCO2)CC1 (stereo not given),x,5.5,-4.8,-1.1,x,4.8,x,-4.2
CCCc1cc(C(=O)N2CCC(n3nccc3NC(=O)c3ccc(OC)cc3)CC2)no1,2.3,3.5,5.0,-6.0,0.0,x,x,5.1
O=C(COc1ccc(Cl)cc1)Nc1ccc2c(c1)C(=O)NC2=O,-8.2,-7.9,-9.7,3.0,0.6,-12.6,-0.1,4.0
Cc1cccc(C)c1NC(=O)Nc1nnc([C@@H]2C[C@H](O)[C@@H](CO)O2)s1,11.2,3.3,-1.8,-5.8,0.0,6.3,-0.1,-4.7
Nc1ncnc(N)c1N=Nc1ccccc1,11.8,-8.7,-12.2,-2.6,0.0,-6.0,-0.2,-19.5
CC(C)NC(=O)Nc1ccc2c(c1)C(=O)N([C@@H](C)CO)C[C@@H](C)[C@@H](CN(C)Cc1ccccc1)O2,x,11.6,6.7,2.7,-0.2,2.1,-0.3,-4.8

# Shown as labelled records: part of the list above.
CCCc1cc(C(=O)N2CCC(n3nccc3NC(=O)c3ccc(OC)cc3)CC2)no1
  FN deposit inh = 2.3 | RAD54 inh = 3.5 | RAD52 anneal inh = 5.0 | S100A4 inh HTS = -6.0 | Xi reactivation = 0.0 | EWS-Fli inh = x | E-selectin induc = x | esBAF inh = 5.1
COc1ccccc1N1CCN(C(=O)c2c(C)noc2C)CC1
  FN deposit inh = 0.5 | RAD54 inh = x | RAD52 anneal inh = -6.8 | S100A4 inh HTS = 0.9 | Xi reactivation = 0.1 | EWS-Fli inh = -1.6 | E-selectin induc = x | esBAF inh = x
CCCCOc1ccc(Cn2c(=O)oc3ccccc32)cc1
  FN deposit inh = 6.8 | RAD54 inh = -6.0 | RAD52 anneal inh = -3.5 | S100A4 inh HTS = 30.1 | Xi reactivation = 0.2 | EWS-Fli inh = 11.2 | E-selectin induc = 0.1 | esBAF inh = 2.6

# Other structures:
SMILES,FN deposit inh,RAD54 inh,RAD52 anneal inh,S100A4 inh HTS,Xi reactivation,EWS-Fli inh,E-selectin induc,esBAF inh
c1nc(NCc2ccc3c(c2)OCO3)c2cc(-c3ccoc3)ccc2n1,-2.9,-0.7,-86.1,3.4,0.0,-35.7,x,-7.9
COc1cc(OC)c(/C=C2\SC(=O)N(CC(=O)Nc3ccccc3F)C2=O)c(OC)c1,-16.2,2.8,-11.0,-5.3,0.0,13.2,x,1.1
Cc1cc2cc(CNS(=O)(=O)N(C)C)ccc2[nH]1,-0.8,-10.4,-26.2,17.8,0.0,0.1,-0.2,-7.7
CCOC(=O)c1c(NC(=O)Nc2ccc(C)cc2)sc2c1CCN(C)C2,1.8,41.0,-277.2,-3.1,0.2,-5.8,0.0,6.7
O=C(CN(C(=O)c1csnn1)c1cccc(Cl)c1)NC1CCCC1,0.9,-23.6,-8.1,3.6,0.2,0.9,x,-0.3
Nc1nc2ccccc2n1S(=O)(=O)c1ccc([N+](=O)[O-])cc1,3.5,-19.0,-7.9,37.2,-0.1,12.5,0.1,-4.0
Cc1ccccc1NC1=NCC(c2ccc([N+](=O)[O-])cc2)S1 (stereo not given),0.0,x,-5.6,6.8,0.0,-33.8,x,x
CNC[C@H]1Oc2c(NC(=O)Nc3ccc(C(F)(F)F)cc3)cccc2C(=O)N([C@@H](C)CO)C[C@H]1C,8.0,8.7,26.1,93.3*,0.5,21.8,x,1.3
CCOc1ccc(C(=O)Oc2ccc(NC(C)=O)cc2)cc1,-6.5,x,-3.7,-1.9,0.1,-1.0,4.8,x
COc1ccc(NC(=O)CC2SC(N3CCCC3)=NC2=O)cc1Cl (stereo not given),1.6,-3.0,-9.7,-2.6,0.0,13.6,0.1,-2.8
OCC[C@@H]1C[C@H](O)[C@@H](O)[C@@]2(Cc3ccccc3CCO2)O1,0.4,-3.5,-15.0,26.7,0.0,0.7,-0.3,-2.1
C[C@@H]1CN([C@@H](C)CO)C(=O)c2cc(NC(=O)c3ccncc3)ccc2O[C@@H]1CN(C)Cc1ccc(Oc2ccccc2)cc1,6.7,-4.0,-19.8,8.0,-0.6,26.1,0.1,-4.0
COc1ccc(S(=O)(=O)N2CCN(CC(O)COc3ccc(CC#N)cc3)CC2)cc1OC (stereo not given),-1.4,-9.3,-21.8,-2.7,0.1,11.2,x,-4.8
O=C(Nc1ccccc1)N1CCN(Cc2ccc(Cl)cc2)CC1,-5.7,x,-2.2,3.9,0.0,3.1,0.2,x
Cc1cn(C2CCCCC2)c(=O)[nH]c1=O,-1.3,-4.8,-9.5,3.9,-0.1,0.9,0.1,-15.3
Cc1ccc(S(=O)(=O)N[C@@H]2CC[C@@H](CCn3cc(C4CC4)nn3)O[C@H]2CO)cc1,0.0,1.0,3.5,7.3,-0.2,3.9,-0.5,5.1
Cc1ccc(C(=O)OCC(=O)Nc2ccc(C)c(S(=O)(=O)N3CCCCC3)c2)c(O)c1,x,-10.2,-27.3,0.0,0.0,-9.1,0.0,8.6
COc1ccc(N2CCN(C(=O)COC(=O)CSc3ccccc3)CC2)cc1,5.0,-7.4,-18.0,-2.0,-0.1,-2.3,x,-4.5
C(=C\c1ccccc1)/CN1CCN(C(c2cccc3ccccc23)c2nnnn2-c2ccc3c(c2)OCCO3)CC1 (stereo not given),x,3.5,41.1,-3.4,0.0,12.8,x,-3.5
CN(C)CCOC(=O)/C(=C/c1cn(C)c2ccccc12)NC(=O)c1ccccc1,-5.6,x,-13.1,3.4,0.2,10.3,x,7.9
COc1ccc(CCNC(=O)COC(=O)CNS(=O)(=O)c2ccc(SC)c([N+](=O)[O-])c2)cc1,3.5,-1.7,-8.6,0.7,0.1,3.5,x,-2.0
C[C@H](CO)N1C[C@H](C)[C@@H](CN(C)C(=O)Nc2cccc3ccccc23)Oc2ccc(NC(=O)Nc3cccc4ccccc34)cc2C1=O,x,2.7,-4.7,10.4,0.1,0.6,1.1,0.2
COCCN(Cc1ccc(C)cc1)C(=O)[C@H]1O[C@@H](n2cnc3c(N)ncnc32)[C@H](O)[C@@H]1O,-2.8,8.0,11.0,-3.2,-0.2,0.3,0.3,0.0
COc1cc(-c2n[nH]c(=S)n2-c2ccc(Br)cc2)cc(OC)c1OC,-1.9,-0.3,-1.5,-0.4,0.0,19.1,x,0.4
CSc1n[nH]c(=O)n1-c1ccc(Cl)cc1,0.3,x,-9.6,-1.2,-0.1,1.2,0.9,x
# New compounds follow:
SMILES,FN deposit inh,RAD54 inh,RAD52 anneal inh,S100A4 inh HTS,Xi reactivation,EWS-Fli inh,E-selectin induc,esBAF inh
CC1CCCN(CCCNC(=O)c2ccc3c(c2)N(Cc2cccc(Cl)c2)C(=O)c2ccccc2S3=O)C1 (stereo not given),18.9,0.6,11.6,-5.4,0.0,22.4,-0.5,-1.6
COc1cc([N+](=O)[O-])ccc1NC(=O)Cc1ccccc1,-7.7,x,-21.9,15.6,0.0,-25.8,0.0,x
COc1ccc(CC(=O)N2CCN=C2SCc2ccc([N+](=O)[O-])cc2)cc1,-12.1,x,-28.6,-5.0,0.1,12.2,-0.2,x
COc1cc(N2C(=O)c3ccccc3C2=O)c(Cl)cc1C(=O)OCC(=O)N1CCOCC1,-0.6,x,-1.7,5.4,-0.1,4.1,x,x
COc1ccc2c3c([nH]c2c1)[C@@H](CO)N(C)CC31CN(C(=O)C2CC2)C1,-5.9,x,-13.7,-5.0,0.0,-3.9,0.7,x
CC(C)c1ccc(NC(=O)Cn2c(=O)oc3ccccc32)cc1,0.9,0.1,-5.0,-5.4,0.3,-16.3,x,3.3
Cc1ccc(N2CCN(S(=O)(=O)N3CCCCC3)CC2)c(C)c1,1.4,x,-7.5,-8.2,0.0,4.9,-2.3,x
CCc1ccc([C@@H]2CC(=O)[C@@H]3CN(S(=O)(=O)c4ccc(Cl)cc4)[C@H](c4ccc(C)cc4)C[C@@H]3N2S(=O)(=O)c2ccc(C)cc2)cc1,-2.2,-5.9,-23.4,-2.6,-0.2,-6.0,-0.2,-3.1

# Screens: PubChem BioAssay, Broad Institute
